uPA surface inh = blocks generation of uPA at the cell surface; Potency, µM (top dose mostly 38.3 µM), for inactives: top-dose activity change, negative = inhibition, hits mostly inhibitors; AID 540303; hit rate 0.31% among 330,000; cell surface uPA generation assay, qHTS; active = well fitted inhibition curve with a large enough effect; inconclusive = small, poorly fitted or top-dose-only effect; inactive = no such curve, though single readings can be large or run the other way; tested in mouse RAW 264.7 cells; note: potency is the fitted concentration of half-maximal effect; % is set by controls: 0 for no effect and ±100 for the full control effect; nearly all actives have a fitted effect of over 55% in size
Rab9 promoter act = Rab9 promoter activation. Huh7 Rab9 promoter-luciferase reporter, luminescence, 24 h. Potency, µM (series often up to 9.22 µM), without a hit: at the top dose activation, negative = inhibition, hits mostly activators. hit rate 2.8% among 320,000. AID 485297; note: potency is the fitted concentration of half-maximal effect; % of control where 0% means no effect; nearly all actives have a fitted effect of over 60% in size
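Cell-based reporter: Huh7 stable for Rab9 promoter-driven luciferase, plated in reduced-serum medium with 10% FBS at 1500 cells/well, compound-treated 24 h at 37 °C, luminescence read after 10 min reagent.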
Gal4-VP16 FLuc = counter-screen for ROR gamma inhibitors: Gal4-VP16 reporter. Drosophila S2 Gal4-VP16 UAS-luciferase, luminescence, 20 h. Potency, µM (titrated, usually from 53.6 µM), inactives show top-dose activity, negative = inhibition, actives largely listed as inhibitors. hit rate 3.5% among 310,000. AID 2546;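 note: Gal4-VP16 expression switched on by copper sulfate through the metallothionein promoter; potency is the fitted concentration of half-maximal effect; % is set by controls: 0 for no effect and ±100 for the full control effect; nearly all actives have a fitted effect of over 50% in size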
Giardia killer = kills Giardia lamblia; hit rate 0.15% among 340,000; activity change, % at 7.66 µM, hits read low; Giardia lamblia trophozoite viability; in the data active = activity change below about -80%; inconclusive = between about -30% and that limit;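 note: parasites exposed to compound for two days anaerobically before the ATP read; % is set by controls: 0 for no effect and ±100 for the full control effect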
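Compounds were tested on trophozoites seeded at 100 cells/well and held 48 hrs at 37 deg C anaerobically. An ATP-based luminescent kit measured the remaining live cells.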
NPC1 prom act = NPC1 promoter activation | hit rate 2.4% among 320,000 | Potency, µM (doses to about 9.22 µM), without a hit: top-dose activation, hits mostly activators | Huh7 NPC1 promoter luciferase reporter, 24 h | AID 485313;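 note: potency is the fitted concentration of half-maximal effect; % of control where 0% means no effect; nearly all actives have a fitted effect of over 60% in size; reporter is driven by a mutant NPC1 promoter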
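Luminescence from an NPC1 promoter-driven luciferase reporter in stably transfected Huh7 cells was measured after 24 h compound treatment at 37 °C, followed by 10 min ambient incubation with luciferase detection reagent.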
Coupling enz = coupling enzyme interference in Giardia aldolase counter-screen; coupling enzyme system counterscreen, AmpLite Red fluorescence; activity change, negative = inhibition, % at 58.2 µM, hits read low; hit rate 0.67% among 290,000; AID 2472; in the data active = activity change below about -30%; note: % is set by controls: 0 for no effect and ±100 for the full control effect
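First, compound is pin-transferred into glyceraldehyde-3-phosphate coupling-enzyme reagent at 57.5 uM final and held 10 min at RT. Next, substrate, coupling system and AmpLite Red are added. After 20 min RT, fluorescence (525/598 nm) is read.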
RORgamma inh = blocks mouse ROR gamma transcriptional activity; Drosophila S2 Gal4-RORgamma UAS-luciferase reporter, 20 h; Potency, µM (series often up to 53.6 µM), without a hit: at the highest dose activity change, negative = inhibition, actives largely listed as inhibitors; hit rate 5.4% among 310,000; AID 2551; note: potency is the fitted concentration of half-maximal effect; % is set by controls: 0 for no effect and ±100 for the full control effect; nearly all actives have a fitted effect of over 60% in size
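Drosophila Schneider cells stably carrying a metallothionein-driven Gal4 DBD–ROR gamma fusion and a UAS-Photinus luciferase reporter were exposed to compound for 1 hr, then induced with copper sulfate (700 uM final) for 20 hr at ambient temperature before luminescence reading.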
Tb PFK inh = T. brucei PFK enzyme inhibition | O15648 | T. brucei PFK, ADP-Glo luminescence | Potency, µM (doses to about 57.5 µM), for inactives: top-dose activity, negative = inhibition, actives largely listed as inhibitors | hit rate 0.17% among 330,000 | AID 485367;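 note: potency is the fitted concentration of half-maximal effect; 0% = uninhibited 1x PFK enzyme wells and -100% = no-enzyme wells; nearly all actives have a fitted effect of over 60% in size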
Target sequence (O15648 whole entry, looked up): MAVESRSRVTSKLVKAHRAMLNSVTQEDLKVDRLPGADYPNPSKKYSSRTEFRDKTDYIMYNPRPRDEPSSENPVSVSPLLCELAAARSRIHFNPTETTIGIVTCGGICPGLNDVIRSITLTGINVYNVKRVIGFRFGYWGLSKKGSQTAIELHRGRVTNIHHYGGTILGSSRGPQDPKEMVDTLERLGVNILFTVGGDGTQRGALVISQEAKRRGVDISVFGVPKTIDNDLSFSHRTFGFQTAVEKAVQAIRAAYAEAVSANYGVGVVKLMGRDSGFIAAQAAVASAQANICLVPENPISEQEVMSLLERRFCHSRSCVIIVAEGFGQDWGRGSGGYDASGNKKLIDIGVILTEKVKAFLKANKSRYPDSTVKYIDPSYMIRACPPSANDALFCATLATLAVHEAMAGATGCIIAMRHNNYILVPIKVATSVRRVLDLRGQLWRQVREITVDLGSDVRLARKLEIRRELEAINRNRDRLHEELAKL
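In TEA buffer at pH 8.0 with 5 mM MgCl2, enzyme (1.25 nM) converted F6P (0.5 mM) and ATP (0.1 mM) for 45 min at room temperature. ADP product was read by luciferase luminescence.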
ELG1 genotox = inducers of genotoxicity in HEK293T ELG1-luciferase cells; HEK293T ELG1-luciferase reporter, luminescence, 16 h; Potency, µM (top dose mostly 46 µM), inactives show at the top dose activity change, positive = activation, most hits filed as activators; hit rate 1.3% among 330,000; AID 504466; note: potency is the fitted concentration of half-maximal effect; % of control where 0% means no effect; nearly all actives have a fitted effect of over 60% in size
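Genotoxicity was scored as increased ELG1-luciferase reporter signal, measured by ONE-Glo luminescence (30 min, room temperature). Compound or vehicle exposure of the HEK293T reporter cells lasted 16 hr at 37°C.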
KCNH2 3.1 block = KCNH2 3.1 (human) potassium channel inhibition. hit rate 0.95% among 340,000. U2OS KCNH2 3.1, thallium flux FluxOr; active compounds read low. activity change, % (tested at about 1.8 µM);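 active = maximum activity change below -70%; inconclusive = maximum activity change from -70% to -50%; inactive = maximum activity change above -50%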;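 note: thallium influx rate constant from kinetic fluorescence after stimulation buffer; % is set by controls: 0 for no effect and ±100 for the full control effect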
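FluxOr-based Tl+ influx in U2OS cells transduced with KCNH2 3.1 virus; rate constants normalized to DMSO controls.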
FLuc modulator = firefly luciferase modulation, counter-screen for miR-21 project | Potency, µM (series often up to 57.5 µM), inactives show at the highest dose activity change, negative = inhibition, most hits filed as inhibitors | P08659 | hit rate 6.9% among 360,000 | purified FLuc, Km substrates, luminescence inhibition;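 note: potency is the fitted concentration of half-maximal effect; plate controls were vehicle for no effect and reference inhibitor for full effect; nearly all actives have a fitted effect of over 55% in size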
Target sequence (P08659 whole entry, looked up): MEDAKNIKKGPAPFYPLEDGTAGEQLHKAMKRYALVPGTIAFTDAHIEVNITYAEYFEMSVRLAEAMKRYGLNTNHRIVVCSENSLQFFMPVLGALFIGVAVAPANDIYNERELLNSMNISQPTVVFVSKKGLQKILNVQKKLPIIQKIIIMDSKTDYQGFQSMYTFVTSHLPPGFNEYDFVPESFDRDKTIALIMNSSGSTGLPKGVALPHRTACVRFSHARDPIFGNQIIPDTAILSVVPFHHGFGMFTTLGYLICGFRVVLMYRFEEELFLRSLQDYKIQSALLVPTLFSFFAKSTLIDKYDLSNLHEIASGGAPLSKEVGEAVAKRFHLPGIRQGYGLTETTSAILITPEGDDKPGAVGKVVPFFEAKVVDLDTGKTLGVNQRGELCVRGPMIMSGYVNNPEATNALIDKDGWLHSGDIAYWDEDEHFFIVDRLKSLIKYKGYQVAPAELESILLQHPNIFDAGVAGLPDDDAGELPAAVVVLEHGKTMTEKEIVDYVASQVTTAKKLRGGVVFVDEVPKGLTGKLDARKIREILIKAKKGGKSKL
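Purified P. pyralis luciferase, 10 nM final, with Km-level 10 uM D-luciferin and 10 uM ATP in 50 mM Tris acetate pH 7.5, 10 mM Mg acetate, 0.01% Tween-20, 0.05% BSA; 6-point qHTS titration about 60 µM downward; luminescence read.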
* marks the source's active call; other numbers are inactive results; ? = inconclusive; · = not tested or not shown; [ ] = dose if it differs, or a comment. Unless noted, calls come from the whole dose curve; as a rule, active = well fitted curve in the direction sought with a large enough effect; inconclusive = small, poorly fitted or top-dose-only effect, or another doubt; inactive = no such curve, though single readings can be large; an effect the other way counts as inactive or inconclusive.

No.	SMILES	uPA surface inh	Rab9 promoter act	Gal4-VP16 FLuc	Giardia killer	NPC1 prom act	Coupling enz	RORgamma inh	Tb PFK inh	ELG1 genotox	KCNH2 3.1 block	FLuc modulator
1	O=C(Oc1ccc2ccc(=O)oc2c1)c1ccc([N+](=O)[O-])cc1	-1%	2%	·	10	-2%	1	·	-1%	1%	-3	-5%
2	Cc1ccc(NC(=O)n2ccc(-c3ccc(-n4ccnc4)cc3)n2)cc1	-11%	4µM*	?	9	?	0	41%	1%	19%	-44	?
3	CCn1c(SCC(=O)Nc2ccccc2)nc2c1c(=O)n(C)c(=O)n2C	-9%	?	-10%	-5	-6%	1	29%	-4%	-2%	12	4%
4	S=C(c1ccc(-c2ccc(Br)cc2)o1)N1CCOCC1	-8%	2µM*	-9%	-4	3.5µM*	-2	-2%	-1%	?	-20	3µM*
5	Clc1nc2c(ccc3ccccc32)[nH]1	-1%	?	11%	-22	?	-4	23%	3%	11%	6	?
6	Cc1ccc(CNC(=O)COC(=O)c2cccnc2Cl)cc1	1%	·	·	-4	·	·	·	5%	5%	12	·
7	O=C(Nc1ccccc1Cl)c1cccc(NS(=O)(=O)c2ccccc2)c1	·	-4%	-1%	·	-1%	1	32%	0%	0%	·	1%
8	COc1cc([N+](=O)[O-])cc2cc(C(=O)N3CCN=C3c3ccccc3)c(=O)oc12	-85%	2%	6%	38[activator]	-7%	-1	5%	0%	1%	-8	-1%

Next part
No.	SMILES	uPA surface inh	Rab9 promoter act	Gal4-VP16 FLuc	Giardia killer	NPC1 prom act	Coupling enz	RORgamma inh	Tb PFK inh	ELG1 genotox	KCNH2 3.1 block	FLuc modulator
9	Cc1cc(C)c(OCC(=O)Nc2cccc(NC(=O)c3ccco3)c2)c(Br)c1	-5%	13%	3%	11	3%	-3	37%	0%	-12%	-9	?
10	CCn1c(C)c(C(C)=O)c(N2CCC(C(N)=O)CC2)nc1=S	9%	·	1%	-15	·	1	-32%	·	·	9	4%
11	COc1ccccc1N1CCN(c2ncnc3sc(C(=O)NCC4CCCO4)c(C)c23)CC1 (centres undefined)	6%	-2%	-6%	9	-6%	·	-21%	-2%	-11%	0	3%
12	CC(C)CCNc1ncnc2c1cnn2Cc1ccccc1Cl	-14%	0%	17%	19	-3%	1	22%	-3%	-4%	-20	-1%
13	COc1ccc2[nH]c(O)c(N=O)c2c1	-3%	-1%	?	1	0%	-3	0%	-3%	2%	-3	2%
14	COc1ccc(C(=O)Nn2c(C)nc3ccccc3c2=O)c(OC)c1	3%	15%	-9%	30	1%	0	6%	-1%	0%	-11	7%
15	Cc1nn(-c2ccccc2)c(C)c1C(=O)NCc1ccccc1F	2%	13%	15%	15	0%	-2	11%	0%	4%	8	0%
16	Cc1ccc(CNC(=O)CSc2ncc(C(=O)Nc3ccccc3)c(=O)n2C)cc1	-1%	0%	·	10	-7%	·	·	5%	1%	6	0%

Reformatted screen by screen: part of the list above.
10) CCn1c(C)c(C(C)=O)c(N2CCC(C(N)=O)CC2)nc1=S
11) COc1ccccc1N1CCN(c2ncnc3sc(C(=O)NCC4CCCO4)c(C)c23)CC1 (centres undefined)
12) CC(C)CCNc1ncnc2c1cnn2Cc1ccccc1Cl
13) COc1ccc2[nH]c(O)c(N=O)c2c1
14) COc1ccc(C(=O)Nn2c(C)nc3ccccc3c2=O)c(OC)c1
Assay by compound	10	11	12	13	14
uPA surface inh	9%	6%	-14%	-3%	3%
Rab9 promoter act	·	-2%	0%	-1%	15%
Gal4-VP16 FLuc	1%	-6%	17%	?	-9%
Giardia killer	-15	9	19	1	30
NPC1 prom act	·	-6%	-3%	0%	1%
Coupling enz	1	·	1	-3	0
RORgamma inh	-32%	-21%	22%	0%	6%
Tb PFK inh	·	-2%	-3%	-3%	-1%
ELG1 genotox	·	-11%	-4%	2%	0%
KCNH2 3.1 block	9	0	-20	-3	-11
FLuc modulator	4%	3%	-1%	2%	7%

More results follow.
No.	SMILES	uPA surface inh	Rab9 promoter act	Gal4-VP16 FLuc	Giardia killer	NPC1 prom act	Coupling enz	RORgamma inh	Tb PFK inh	ELG1 genotox	KCNH2 3.1 block	FLuc modulator
17	Cc1ccc(CNC(=O)c2ccccc2NS(C)(=O)=O)cc1	2%	-4%	-13%	?	0%	-4	-1%	-7%	1%	-10	-19%
18	CCC(CO)Oc1cc(NCc2cccnc2)c2ncn(C(C)C)c2c1 (centres undefined)	-8%	·	·	-29	·	·	·	3%	0%	13	·
19	Cc1ccc(S(=O)(=O)N2CCOCC2)cc1NS(=O)(=O)c1ccc(F)c(F)c1	5%	1%	·	-4	0%	·	·	-4%	-1%	-1	-2%
20	Cn1nc(-c2ccc(C(=O)N3CCN(CCO)CC3)cc2)c2ccccc2c1=O	·	1%	1%	-7	1%	2	-22%	-1%	0%	27	3%
21	COc1ccc(Cl)cc1-c1nc(N)nc(NC2CCCCC2)n1	-4%	-4%	-7%	-7	-3%	0	?	0%	3%	10	4%
22	COc1ccc(N2CCN(S(=O)(=O)c3ccc(OC)c(C(=O)N4CCCC4)c3)CC2)cc1	-1%	-3%	1%	-1	-1%	-3	-13%	2%	-12%	7	1%
23	Cc1ccc(C(=O)CSc2ncnc3sc4c(c23)CCC(C)C4)cc1 (centres undefined)	-3%	-1%	-1%	12	-1%	0	4%	1%	2%	0	-7%
24	CC(C(=O)O)n1c(-c2ccn[nH]2)n[nH]c1=S (centres undefined)	-6%	-2%	2%	13	1%	1	-5%	1%	-1%	5	5%

(cont.)
Results follow in this order: uPA surface inh | Rab9 promoter act | Gal4-VP16 FLuc | Giardia killer | NPC1 prom act | Coupling enz | RORgamma inh | Tb PFK inh | ELG1 genotox | KCNH2 3.1 block | FLuc modulator
25. O=C(COC(=O)c1ccc(S(=O)(=O)C(F)F)cc1)Nc1cccnc1Cl
 : -2% | -3% | · | -22 | 10% | · | · | -4% | -1% | 29 | 2%
26. C#CCOCCOCCOCCNc1nc(N2CCOCC2)nc(N2CCN(C(=O)CCCCCCCCCCNC(=O)[C@H](CO)n3cc(CCCCCN)nn3)CC2)n1
 : -2% | 0% | · | -8 | 1% | · | · | -8% | -1% | 5 | 4%
27. OCc1ncccc1O
 : 16% | 9% | 2% | 4 | 13% | 2 | ? | 0% | -1% | -6 | 2%
28. CCOC(=O)N1CCN(C(=O)CS(=O)(=O)c2cn(Cc3ccc(Cl)cc3)c3ccccc23)CC1
 : 7% | -2% | -12% | -1 | -3% | -1 | ? | -12% | -27% | -25 | 1%
29. O=S(=O)(NC1CC1)c1ccc2c3c(cccc13)CC2
 : 0% | -7% | -2% | -6 | 1% | -7 | 7% | -3% | -4% | -4 | -3%
30. O=C(C1CCC(=O)N(C2CCCC2)C1)N1CCN(Cc2cccc(Cl)c2)CC1 (centres undefined)
 : -4% | -3% | 3% | -13 | -3% | · | -26% | 2% | -2% | 3 | 2%
31. CCO[C@@H]1OC(C(=O)N2CCN(Cc3ccccc3)CC2)=C[C@H](c2ccccc2)[C@H]1CCCO
 : 7% | 4% | -15% | -14 | 1% | 0 | -1% | -5% | -6% | 6 | 2%
32. Cc1ccc(N2CC(C(=O)Nc3nnc(SCCC4OCCO4)s3)CC2=O)cc1 (centres undefined)
 : -1% | 3% | -12% | -2 | -1% | -1 | 34% | 4% | 2% | 8 | 0%
33. Nn1c(SCC(=O)Nc2ccc(F)cc2F)nnc1-c1cccnc1
 : · | 28% | 14% | -11 | 29% | -2 | 25% | 2% | 10% | -2 | ?
34. Oc1ccc(C2C(c3ccccc3)=NN=C(c3ccccc3F)N2O)c(O)c1 (centres undefined)
 : 2% | -2% | 1% | 21 | 0% | 2 | 29% | 0% | 0% | -8 | -1%
35. CCCCOCCCNC(=O)c1ccc([N+](=O)[O-])c(C)c1
 : -2% | 0% | 13% | -12 | 2% | 1 | 22% | -1% | -2% | -10 | 2%
36. Cc1ccc2[nH]c(=O)c3cc(C(=O)NCC4CCCO4)sc3c2c1 (centres undefined)
 : -4% | 6% | -7% | -7 | -7% | -2 | 18% | -3% | -8% | 8 | 1%
37. Cc1ccc(S(=O)(=O)N(CC(=O)NCCC2=CCCCC2)Cc2ccccc2)cc1
 : · | 0% | -4% | -17 | 1% | -3 | 42% | 0% | -4% | -11 | 2%

Down the list, quoted from above.
Rab9 promoter act for nos. 25–28 → -3%, 0%, 9%, -2%
FLuc modulator for nos. 25–28 → 2%, 4%, 2%, 1%

Screening results (PubChem BioAssay)
